HT1080 IDH1KD tx: toxicity to HT-1080 IDH1 knockdown cells (counter line); HT-1080 IDH1 knockdown viability, ATP luminescence, 48 h; Potency, µM (top dose mostly 46.1 µM), without a hit: top-dose activity, negative = toxicity, usual class: cytotoxic; actives 2% (n = 360,000); AID 686971;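 note: 0% = DMSO wells and -100% = cell-free medium wells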
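% activity derives from luminescence (CellTiter-Glo), normalised to DMSO and no-cell wells. HT-1080-IDH1KD cells, 750/well, had 48 h compound exposure at 37 °C.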
KB-V1 cytotox: KB-V1 MDR subline cytotoxicity | KB-V1 MDR cells viability, CellTiter-Glo, 72 h | Potency, µM (highest dose often 46.1 µM), without a hit: at the top dose activity change, negative = cytotoxicity, hits mostly cytotoxic | actives 3.4% (n = 400,000); note: % is set by controls: 0 for no effect and ±100 for the full control effect; nearly all actives have a fitted effect of over 60% in size
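Readout: CellTiter-Glo luminescence, 10 min after addition. Cells: KB-V1 MDR subline, 72 h at 37 degrees C with compound. Analysis: corrected, normalized data fitted to concentration-effect curves.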
HT1080NT lethal: kills 2HG-producing HT-1080-NT fibrosarcoma cells; HT-1080-NT fibrosarcoma viability, CellTiter-Glo ATP luminescence, 48 h; Potency, µM (top dose mostly 46.1 µM), inactives show at the top dose activity, negative = less viability, usual class: cytotoxic; actives 1.6% (n = 360,000);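 note: NT is the 2HG producing partner of a matched IDH1 knockdown line; 0% = DMSO-treated cells and -100% = media-only wells without cells; nearly all actives have a fitted effect of over 55% in size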
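Toxicity toward the 2HG-producing NT line was scored as %Activity, normalised to DMSO and no-cell wells, from CellTiter-Glo luminescence after 48 hours' treatment.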
SW480 rereplic: inducers of DNA re-replication in SW480 colon cancer cells; SW480 DNA re-replication, Hoechst DNA content imaging, 48 h; actives 1.8% (n = 340,000); Potency, µM (highest dose often 46.1 µM), for the others: at the highest dose re-replication activation, hits mostly activators; note: % of control where 0% means no effect; nearly all actives have a fitted effect of over 55% in size
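SW480 cells exposed to compounds for 48 hr at 37 C, 5% CO2, then Hoechst-stained 40 min. Nuclear DNA content imaged by fluorescence scanning (405 nm excitation, 500-530 nm emission); re-replication scored as increased high-intensity nuclei.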
GLP1R ag: GLP-1 receptor (human) agonism. actives 0.007% (n = 380,000). HEK293 GLP-1R CRE-luciferase, luminescence, 4-6 h; cells express a hypersensitive GLP-1R form. Potency, µM (doses to about 45.6 µM), inactives show at the highest dose activation, hits mostly activators; note: % of control where 0% means no effect
Target sequence (P43220 whole entry, looked up): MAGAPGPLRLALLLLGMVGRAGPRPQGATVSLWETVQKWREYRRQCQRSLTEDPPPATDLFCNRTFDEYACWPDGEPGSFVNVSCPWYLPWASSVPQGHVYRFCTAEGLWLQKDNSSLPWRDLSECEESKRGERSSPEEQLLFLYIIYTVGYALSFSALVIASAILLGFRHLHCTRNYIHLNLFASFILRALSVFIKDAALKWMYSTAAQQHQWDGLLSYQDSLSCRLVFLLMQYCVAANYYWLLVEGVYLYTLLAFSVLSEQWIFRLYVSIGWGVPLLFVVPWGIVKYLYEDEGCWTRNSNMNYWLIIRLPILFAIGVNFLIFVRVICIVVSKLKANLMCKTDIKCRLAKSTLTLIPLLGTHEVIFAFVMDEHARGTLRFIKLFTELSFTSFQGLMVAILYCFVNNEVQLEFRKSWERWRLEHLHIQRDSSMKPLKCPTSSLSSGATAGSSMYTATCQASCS
TDP-43 yeast inh: rescues yeast growth from TDP-43 toxicity; actives 1.8% (n = 410,000); AID 652104; TDP-43 expressing yeast growth rescue, BacTiter-Glo, 24 h; Potency, µM (top dose mostly 46.1 µM), without a hit: top-dose growth rescue (activation), most hits filed as activators; note: % of control where 0% means no effect; nearly all actives have a fitted effect of over 50% in size
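Yeast cells expressing TDP-43 under galactose induction are exposed to compounds for 24 hr at 30 deg C. BacTiter-Glo luminescence measures growth, so protective compounds score as activators.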
GLP-1R inv ag: GLP-1 receptor (human) inverse agonism | HEK293 GLP-1R CRE-luciferase, luminescence, 24 h; GLP-1R form is constitutively active | Potency, µM (series often up to 38.3 µM), without a hit: at the highest dose activity change, negative = inhibition, usual class: inhibitors | actives 1.6% (n = 410,000); note: % is set by controls: 0 for no effect and ±100 for the full control effect; nearly all actives have a fitted effect of over 55% in size
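Seeding at 200 cells/uL, 12 h culture, 24 hr compound treatment, then luciferase reagent and a luminescence read; cells are HEK293 stably expressing a constitutively active GLP-1R plus cAMP-responsive luciferase.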
KB-3-1 cytotox: KB-3-1 parental cell cytotoxicity. actives 1.4% (n = 400,000). KB-3-1 viability, CellTiter-Glo ATP luminescence, 72 h. Potency, µM (doses to about 46.1 µM), for the others: top-dose activity change, negative = cytotoxic, most hits filed as cytotoxic; note: % is set by controls: 0 for no effect and ±100 for the full control effect; nearly all actives have a fitted effect of over 60% in size
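Using CellTiter-Glo luminescence, growth of non-resistant KB-3-1 adenocarcinoma cells is assessed 72 h after pin-tool compound addition at 37 °C. Normalized responses across the concentration series yield fitted curves.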
GLP1R cytotox: cytotoxicity in counter-screen for GLP-1R inverse agonists; HEK293 cAMP-luciferase reporter cells, luminescence, 24 h; Potency, µM (top dose mostly 38.3 µM), without a hit: top-dose activity change, negative = inhibition, hits mostly inhibitors; actives 0.13% (n = 410,000);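 note: loss of luciferase light is scored as toxicity; % is set by controls: 0 for no effect and ±100 for the full control effect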
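Step one: seed cells (200 cells/uL, DMEM with 10% Nu serum, 1% pen-strep). Step two: 12-hour incubation at 37 deg C. Step three: pin 23 nL compound, incubate 24 hr. Step four: add luciferase reagent, read luminescence 12 min later.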
* = called active by the depositor; ? = inconclusive; nt = no result given; [ ] = remark or other dose. Calls come from the whole dose curve; as a rule, active = well fitted curve in the direction sought with a large enough effect; inconclusive = small, poorly fitted or top-dose-only effect, or another doubt; inactive = no such curve, though single readings can be large; an effect the other way counts as inactive or inconclusive. Potency is the fitted concentration of half-maximal effect.

Order of results – HT1080 IDH1KD tx | KB-V1 cytotox | HT1080NT lethal | SW480 rereplic | GLP1R ag | TDP-43 yeast inh | GLP-1R inv ag | KB-3-1 cytotox | GLP1R cytotox
- CN(c1cccc(NC(=O)c2ccccc2N(Cc2ccccc2)S(C)(=O)=O)c1)S(C)(=O)=O
→ 5% | -11% | 5% | 1% | 0% | -5% | 2% | 3% | 1%
- Cc1ccnc(N2CCC(C(=O)Nc3nnc(C)s3)CC2)n1
→ 12% | 7% | -1% | -4% | -8% | -5% | 5% | 11% | -13%
- O=C(COC(=O)c1cc(-c2ccccc2Cl)nc2ccccc12)Nc1ncc(C(F)(F)F)cc1Cl
→ -6% | -20% | -5% | -14% | 0% | 19% | 19% | 0% | -12%
- CCC(NC(=O)c1ccccc1NC(=O)c1ccco1)C(=O)NNC(=O)c1ccc(OC)cc1 (configuration not stated)
→ ? | -15% | -13% | ? | 7% | -46%[inhibitor] | 4% | 28% | 2%
- COc1ccc(-n2nc(C(=O)NCC(=O)Nc3cccc(Cl)c3)c3ccccc3c2=O)cc1
→ 4% | -6% | 17% | -3% | 6% | -20% | 1% | 1% | 1%
- N#Cc1ccccc1CSc1nc(O)cc(=O)[nH]1
→ 10% | 25% | 9% | 0% | -8% | -7% | 2% | 6% | -2%
- CCSc1ccccc1C(=O)Nc1cccnc1
→ 2% | 4% | 10% | -3% | -5% | -6% | 4% | 5% | 12%
- Cn1c(SCc2cccc(F)c2)nnc1-c1cnccn1
→ ? | 12% | 26% | -20% | 2% | 13% | 28% | -1% | 2%
- CCCNS(=O)(=O)c1ccc(CCC(=O)N2CCC(C)CC2)cc1
→ 9% | -11% | 8% | -5% | 6% | -8% | ? | 0% | 7%
- Cc1csc(NC(=O)CCCc2cccs2)n1
→ -14% | ? | 1% | -13% | 6% | 13%[9.22 µM] | 3% | -10% | 5%
- O=[N+]([O-])c1ccc(Sc2cccc3cccnc23)c([N+](=O)[O-])c1
→ -27% | -7% | ? | 24% | 0% | ? | ? | ? | 3.2µM*
- COc1ccc(Br)cc1CN(C)C(=O)C1CC(=O)N(C2CCCC2)C1 (configuration not stated)
→ 8% | -29% | 4% | 0% | 0% | 11% | 7% | -7% | -16%
- COc1cc(-c2nc(-c3ccccc3)c(-c3cc([N+](=O)[O-])ccc3C)[nH]2)cc(OC)c1OC
→ -2% | -21% | -16% | 1% | -4% | 19% | ? | ? | -26%
- CC(C)CCN1CCNC(=O)C1CC(=O)N(C)CCCN1CCOCC1 (configuration not stated)
→ 1% | 27% | 6% | -4% | -14% | -11% | -6% | 3% | 4%
- O=C(COc1nncc2ccccc12)Nc1ccc(Br)cc1F
→ -1% | 1% | 19% | -25% | 3% | -1% | 7% | -3% | 5%

4 structures from above, sorted by count of non-hydrogen atoms, rising.
Order of results – HT1080 IDH1KD tx | KB-V1 cytotox | HT1080NT lethal | SW480 rereplic | GLP1R ag | TDP-43 yeast inh | GLP-1R inv ag | KB-3-1 cytotox | GLP1R cytotox
- Cc1csc(NC(=O)CCCc2cccs2)n1
→ -14% | ? | 1% | -13% | 6% | 13%[9.22 µM] | 3% | -10% | 5%
- Cn1c(SCc2cccc(F)c2)nnc1-c1cnccn1
→ ? | 12% | 26% | -20% | 2% | 13% | 28% | -1% | 2%
- CCCNS(=O)(=O)c1ccc(CCC(=O)N2CCC(C)CC2)cc1
→ 9% | -11% | 8% | -5% | 6% | -8% | ? | 0% | 7%
- COc1ccc(-n2nc(C(=O)NCC(=O)Nc3cccc(Cl)c3)c3ccccc3c2=O)cc1
→ 4% | -6% | 17% | -3% | 6% | -20% | 1% | 1% | 1%

(list continues)
Order of results – HT1080 IDH1KD tx | KB-V1 cytotox | HT1080NT lethal | SW480 rereplic | GLP1R ag | TDP-43 yeast inh | GLP-1R inv ag | KB-3-1 cytotox | GLP1R cytotox
- Cc1ccc(C(=O)OCC(=O)Nc2nc(-c3ccccc3)cs2)cc1NC(=O)c1ccco1
→ -10% | ? | 3% | -9% | -2% | -4%[9.22 µM] | ? | 6% | ?
- CCn1cnc2cc(NC(=O)c3ccc(C)cc3)ccc21
→ 21% | 3% | 13% | -9% | 1% | 1% | -15% | 24% | -11%
- CC1CC(C)CN(S(=O)(=O)c2ccc(NC(=O)CCNC(=O)c3ccc([N+](=O)[O-])cc3)cc2)C1 (configuration not stated)
→ 6% | -1% | 9% | -20% | 0% | 16% | -8% | -2% | -14%
- COc1ccc(C2CC(=O)c3cnc(Nc4cc(C)cc(C)c4)nc3C2)cc1 (configuration not stated)
→ -29% | -11% | 1% | ? | 4% | ? | -17% | -17% | 2%
- O=[N+]([O-])c1ccc(Sc2nnnn2-c2ccccc2)nc1
→ 21µM* | ? | 16µM* | 6.5µM* | -5% | ? | ? | ? | ?
- CC12CN3CC(C)(CN(C1)C3c1ccc(Cl)cc1)C2 (configuration not stated)
→ 1% | 7% | 17% | -4% | 0% | 9% | -6% | 8% | 6%
- Cc1scc(C(=O)NNC(=S)NCC(C)C)c1C
→ 13% | 15% | 17% | -3% | 12% | 15% | -24% | 0% | -11%
- CC(C)C(=O)N1CCN(c2c(Cl)cccc2[N+](=O)[O-])CC1
→ 9% | 15µM* | 16% | -6% | 1% | 0% | ? | ? | -13%
- N#CCOC(=O)c1cc(S(=O)(=O)N2CCCCC2)ccc1N1CCOCC1
→ 7% | 0% | 1% | ? | 6% | 14% | 7% | ? | -7%
- Cc1ccnc(NC(=O)COC(=O)C23CC4CC(CC(C4)C2)C3)n1
→ 13% | -19% | 5% | 3% | -2% | 19% | -31% | 0% | 3%
- Cc1ccc(SCC(=O)NC(=O)NCCC(C)C)c(C)c1
→ -12% | -6% | -6% | 22% | 22% | -2% | ? | 1% | 13%
- Cc1ccc(NC(=O)c2cc3c(=O)n(Cc4cccnc4)ccc3nc2C)cc1F
→ nt | 17% | nt | nt | nt | 15% | 0% | -1% | 0%
- COC(=O)C[C@H]1C=C[C@@H](NC(=O)Nc2c(C)noc2C)[C@@H](CO)O1
→ 18% | 1% | 19% | nt | nt | 20% | 25% | 4% | 2%
- Cc1cc2nc(C)c(Cc3ccccc3)c(=O)n2[nH]1
→ 5% | -6% | 3% | -2% | -10% | 7% | -4% | 0% | -2%
- Cc1nc(SCC(=O)c2ccc(F)cc2)c([N+](=O)[O-])[nH]1
→ 8% | 3% | 1% | -7% | -2% | -8% | 15% | -4% | -28%
- Cc1cccc(NC(=O)CCNS(=O)(=O)c2cccc3nsnc23)c1
→ -3% | 0% | -2% | -4% | 4% | -32%[inhibitor] | 2% | -1% | 4%
- N#Cc1nc(-c2ccc(Cl)cc2)oc1NCCc1ccccn1
→ -6% | -14% | -1% | 1% | 0% | -8% | 37%[activator] | -3% | -2%
- CSc1nsc(NC(=O)Cc2ccccc2)n1
→ 2%[9.24 µM] | ? | -26% | -4% | 1% | ? | 33%[activator] | 5% | -2%
- Fc1ccccc1Nc1ncnc2c1nc1n2CCCCC1
→ nt | ? | nt | nt | 4% | ? | -14% | 7% | 4%
- NC(c1ccc(F)c(F)c1)c1nc(-c2cncnc2)cs1 (configuration not stated)
→ 22% | 6% | ? | nt | -7% | ? | 5% | 0% | 1%
- CCOc1ccccc1NC(=O)CCNC(=O)Cn1ccc2ccccc2c1=O
→ 8% | -1% | 23% | -10% | 6% | -6% | 3% | 2% | -2%
- COc1ccc(-c2nc(CN3CCC(C(=O)NCCN(CC(C)C)CC(C)C)CC3)c(C)o2)cc1OC
→ nt | -1% | nt | nt | nt | -9% | 14% | -26% | -12%
- CC1(c2nnc(Cc3ccccc3)o2)CC(c2c(Cl)cccc2Cl)=NO1 (configuration not stated)
→ 5% | 1% | 1% | -3% | -4% | 3% | -28% | 2% | 5%
- Cc1[nH]c2ccccc2c1C(=O)C(C)Sc1nnc(C2CC2)o1 (configuration not stated)
→ 5% | 7.3µM* | 5% | -5% | 3% | ? | -24% | -11% | -19%
- c1ccc(N2CCN(c3cnc4ccccc4n3)CC2)cc1
→ -13% | ? | -6% | -5% | 3% | ? | -27% | 2% | 2%
- Cc1ccccc1OCCn1c(CCNC(=O)C(C)C)nc2ccccc21
→ 2% | -3% | 2% | 9% | 18% | 3% | ? | 14% | -3%
- C=CCNC(=O)c1onc(CSc2cc(C)ccc2C)c1C(=O)O
→ -15% | ? | -12% | -6% | -1% | 7% | ? | 0% | -10%
- CC(C)(C)c1ccc(-c2nnc(N)s2)cc1
→ 2% | ? | 8% | -3% | 26% | 25% | 5% | -4% | -13%
- COC(=O)CSC1=C(C#N)C(c2ccccc2F)CC(=O)N1 (configuration not stated)
→ -12% | 0% | -5% | 11% | -5% | 13% | -17% | -22% | -14%
- COc1ccc(O)c(C2NC(CC(C)C)(C(=O)O)C3C(=O)N(Cc4ccccc4)C(=O)C23)c1 (configuration not stated)
→ 11% | -8% | 12% | -6% | -2% | -4% | 0% | 0% | 0%
- O=S(=O)(c1cccc(-c2nnc3n2CCCCC3)c1)N1CCCC1
→ 3% | -2% | 4% | -1% | 2% | 19% | 4% | 2% | -27%
- C=CCN1C(=O)C(CC(=O)NCC)SC1=Nc1ccc(S(N)(=O)=O)cc1 (configuration not stated)
→ 4% | 2% | 0% | 0% | 7% | -12% | -8% | 8% | -11%
- COc1cc2c(cc1OC)C(C)N(CC(=O)Nc1ccc(C)c(S(=O)(=O)N3CCOCC3)c1)CC2 (configuration not stated)
→ ? | -11% | 16µM* | -9% | 7% | 10% | 18% | -26% | 0%
- O=C(NCc1ccc(Cl)cc1)C1CCCO1 (configuration not stated)
→ 3% | ? | 5% | -20% | 6% | 15% | -2% | 2% | 6%
- COc1ccc(-c2nc(-c3cccs3)no2)cc1
→ -4% | -6% | -1% | 3% | -6% | 3% | ? | -13% | 3%
- Cc1ccc(Cl)cc1NC(=O)CN1C(=O)NC2(CCCCCC2)C1=O
→ -2% | 21µM* | -9% | -1% | -6% | 3% | ? | 7% | ?
- CCN(CC)C(=O)CSc1nc2ccccc2c(=O)n1-c1cccc(OC)c1
→ 1% | -5% | -15% | 1% | 5% | 17% | ? | 4% | -10%
- CC(Sc1nc2ccccc2c(=O)n1C)C(=O)N(C)C1CCCCC1 (configuration not stated)
→ ? | 5.8µM* | -20% | -5% | 9% | 24% | -10% | ? | 19%
